Screens as filed in PubChem BioAssay.
Imprint erasure = qHTS Assay for Compounds that Induce Erasure of Genomic Imprints | mouse ES Peg3-LacZ reporter, beta-gal luminescence, 40 h | Potency, µM (highest dose often 60.7 µM), for inactives: top-dose activity change, positive = activation, actives largely listed as activators | 0.02% of 110,000 active;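 also: 0% = negative control wells on the plate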
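Gelatin-coated wells received 300 freshly trypsinized female ES cells with a Peg3LacZ-Neo reporter on the maternal allele, then incubated 40 hours at 37C. BetaGlo was added for 5 minutes at room temperature before a single luminescence read.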
p53ts 39C kill = qHTS Screen for Compounds that Selectively Target Cancer Cells with p53 Mutations: Cytotoxicity of p53ts Cells at the Nonpermissive Temperature; 1.5% of 130,000 active; Potency, µM (titrated, usually from 46.1 µM), for the others: top-dose activity change, negative = cell killing, actives largely listed as cytotoxic; H1299-p53A138V viability at 39C, ATP luminescence, 24 h; also: nearly all actives have a fitted effect of over 55% in size
IkB signaling = IkB Signaling | ABC-DLBCL IkBa-CBG/CBR dual luciferase ratio, 4 h; response scale: scaled: untreated 0%, proteasome inhibitor 100% | 0.04% of 110,000 active | Potency, µM (titrated, usually from 57.1 µM), without a hit: at the top dose IkBa stabilization activation | AID 445, 2006; active = well fitted curve in the direction sought with a large enough effect in the signal ratio, not every such curve was filed as active; inconclusive = small, poorly fitted or top-dose-only effect, or a change in a side signal; the % refers to the signal ratio;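 also: the direction sought is a rising ratio; 0% = basal untreated cells and 100% = reference inhibitor full response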
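Luminescence ratio of IκBα-fused green versus native red beetle luciferase in OCI-Ly3 cells, 4 h post-doxycycline with compound; red signal alone, scaled from basal (0%) to zero light (-100%), flagged nonspecific or cytotoxic effects.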
p53ts 32C tox = qHTS Screen for Compounds that Selectively Target Cancer Cells with p53 Mutations: Cytotoxicity of p53ts Cells at the Permissive Temperature | H1299-p53A138V at 32C, ATP luminescence viability, 24 h | Potency, µM (highest dose often 46.1 µM), for inactives: at the top dose activity change, negative = cytotoxicity, usual class: cytotoxic | 0.93% of 130,000 active;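 also: 0% = DMSO and -100% = full killing by reference compound; nearly all actives have a fitted effect of over 55% in size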
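Viability by ATPlite luminescence after 24 h compound treatment (up to 46 uM) at the permissive 32C. Cells are H1299 carrying p53 A138V. Scale runs from DMSO basal to 100 uM tamoxifen as full kill; AC50 from Hill fits.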
* marks the source's active call; other numbers are inactive results; ? = inconclusive; / = no result given; [ ] = remark or other dose. Unless noted, calls follow the shape of the dose curve; as a rule, active = well fitted curve in the direction sought with a large enough effect; inconclusive = small, poorly fitted or top-dose-only effect, or another doubt; inactive = no such curve, though single readings can be large; an effect the other way counts as inactive or inconclusive. Unless noted, % is scaled to controls: 0 for no effect and ±100 for the full control effect; potency is read from the fitted curve at half-maximal effect.

Value order: Imprint erasure | p53ts 39C kill | IkB signaling | p53ts 32C tox
[1] Cc1ccc(C(=O)NCC(c2ccco2)S(=O)(=O)c2ccc(Cl)cc2)cc1C (stereo not drawn)
→ -8.3%[10.9 µM] | 9.9% | ? | 5.4%
[2] CC(=O)N1c2ccc(S(=O)(=O)NCCC(=O)N(C)Cc3ccccc3)cc2CC1C (stereo not drawn)
→ -14.7%[10.9 µM] | -19.6% | -1.5% | -2.9%
[3] O=C(c1ccc(Br)o1)N(Cc1ccccc1)c1ccccn1
→ -16.8% | -6.4% | 5.3% | 0.3%
[4] CCOC(=O)c1ccccc1NC(=O)c1cccnc1
→ / | 3.4% | / | -0.9%
[5] O=C(O)c1cccc(COc2ccccc2Cl)c1
→ -95.9%[inhibitor] | 12.6µM* | ? | 10µM*
[6] COc1ccc(CNC(=O)Cc2ccc(NC(=O)N3CCSc4ncccc43)cc2)cc1
→ -3.2%[10.9 µM] | -9.0% | ? | -4.1%
[7] CN(C)c1cccc(C(=O)OCC(=O)Nc2ccccc2-c2ccccc2)c1
→ / | -6.8% | / | -0.3%
[8] CCn1c(SCC(=O)c2[nH]c(C)c(C(C)=O)c2C)nnc1-c1ccncc1
→ -11.3% | -4.4% | 0.0% | 14.5%
[9] COc1ccc(CNC(=O)Nc2ccc3c(c2)N(C)C(=O)c2ccccc2S3)cc1
→ -2.0%[10.9 µM] | 13.7% | ? | 17.5%
[10] COc1ccccc1C(=O)NCCNC(=O)c1ccco1
→ 15.1% | 8.0% | 1.2% | 12.2%
[11] O=C(NCCS(=O)(=O)N1CCN(c2ccc(F)cc2)CC1)C1CC(=O)N(c2ccc(F)cc2)C1 (stereo not drawn)
→ -8.9%[10.9 µM] | -5.0% | 0.0% | -0.4%
[12] Cn1c(=O)c(C(=O)CN2CCOCC2)c(N)n(Cc2ccccc2)c1=O
→ -9.7% | -0.8% | 0.6% | -9.2%
[13] COc1ccc(-n2c(Cc3cccn3C)nnc2SCC(=O)Nc2cc(Cl)ccc2OC)cc1
→ -31.9%[inhibitor] | 3.6% | ? | 2.6%
[14] CCOC(=O)CN1C(=O)c2ccccc2Sc2ncccc21
→ -9.3%[10.9 µM] | 10.6% | -0.3% | 1.0%
[15] C=CCn1c(-c2cccs2)nc2ccccc21
→ -21.1% | -4.3% | 1.3% | -11.2%
[16] Cc1cccc2c1N1C(=O)c3c(C(=O)O)cccc3C1CC2C (stereo not drawn)
→ / | 12.2% | / | -10.0%
[17] C[C@@H]1Nc2ccc(Cl)cc2S(=O)(=O)N1
→ -4.3% | -14.6% | 0.8% | 4.1%
[18] COc1ccc(Cl)cc1NC(=O)c1cc(C)nc2c1c(C)nn2-c1ccccc1
→ -7.8%[10.9 µM] | -14.1% | ? | 11.3%
[19] Cc1ccc2scc(N3CCC(C)CC3)c(=O)c2c1
→ -2.2%[10.9 µM] | ? | 24.9% | ?
[20] COC(=O)CCCc1nc2ccccc2s1
→ -4.8% | 8.5% | -1.0% | -2.0%
[21] CCc1nn2c(=O)c(S(=O)(=O)Nc3ccc(Br)cc3F)c(C)nc2s1
→ 9.3%[10.9 µM] | 4.2% | ? | 2.1%
[22] Cc1ccc(C(=O)Nc2c(C)nc3ccccn3c2=O)cc1C
→ 6.0%[10.9 µM] | 25.0% | -0.5% | -11.6%
[23] CC(Oc1ccc(Cl)cc1Cl)c1nc(-c2ccc(NC(=O)c3ccccn3)cc2)no1 (stereo not drawn)
→ / | -18.1% | / | -16.0%
[24] CCCn1nnnc1NC(=O)CSc1ccc(Cl)cc1
→ -1.2% | -28.1% | 6.7% | -16.7%
[25] Cc1c2cnn(-c3ccccc3)c(=O)c2c(C)n1CCCC(=O)Nc1cccc(F)c1
→ -8.8%[10.9 µM] | -11.3% | ? | -4.2%
[26] CCCCNC(=O)CCn1nc(-c2ccc(Cl)cc2)c2ccccc2c1=O
→ -12.6%[10.9 µM] | 1.6% | -0.1% | 9.0%
[27] CN(Cc1ccccc1)C(=O)CN1C(=O)CSc2ccc(S(=O)(=O)N3CCOCC3)cc21
→ -18.3%[10.9 µM] | -18.9% | -1.3% | 7.9%
[28] Cc1ccc(NC(=O)CCNS(=O)(=O)c2cccc3nonc23)cc1
→ -7.4% | 8.4% | 0.1% | -0.2%
[29] COc1ccc(C(C)=O)cc1CSc1nc2ccccc2o1
→ 0.7% | -0.6% | 9.2% | 5.4%
[30] CCc1ccc(NC(=O)N(Cc2c[nH]c3ccccc23)C2CCCCCC2)cc1
→ -22.6%[10.9 µM] | -10.6% | -2.5% | -16.8%

A different layout for some results above.
27. CN(Cc1ccccc1)C(=O)CN1C(=O)CSc2ccc(S(=O)(=O)N3CCOCC3)cc21
- Imprint erasure: -18.3%[10.9 µM]
- p53ts 39C kill: -18.9%
- IkB signaling: -1.3%
- p53ts 32C tox: 7.9%

28. Cc1ccc(NC(=O)CCNS(=O)(=O)c2cccc3nonc23)cc1
- Imprint erasure: -7.4%
- p53ts 39C kill: 8.4%
- IkB signaling: 0.1%
- p53ts 32C tox: -0.2%

29. COc1ccc(C(C)=O)cc1CSc1nc2ccccc2o1
- Imprint erasure: 0.7%
- p53ts 39C kill: -0.6%
- IkB signaling: 9.2%
- p53ts 32C tox: 5.4%

Continuation.
Value order: Imprint erasure | p53ts 39C kill | IkB signaling | p53ts 32C tox
[31] CCOc1ccccc1C(=O)N(Cc1cc(OC)c(OC)c(OC)c1)C1CCS(=O)(=O)C1 (stereo not drawn)
→ -10.0%[10.9 µM] | 17.3% | 0.8% | 0.9%
[32] Cc1ccc(NC(=O)Cn2nc3c(cc2=O)CCCC3)cc1Cl
→ 9.5%[10.9 µM] | -15.0% | 4.2% | 2.0%
[33] O=C(Nc1ccccc1C(=O)OCc1cc(=O)n2ccsc2n1)c1ccc(Cl)cc1
→ -18.7%[10.9 µM] | -22.9% | ? | 1.3%
[34] CCOC(=O)c1c(NC(C)=O)sc2c(O)c(CN3CCN(CC)CC3)ccc12
→ -4.9% | -1.5% | 1.7% | 14.0%
[35] Fc1ccc(-c2ccc(-c3nn4c(-c5ccco5)nnc4s3)o2)cc1
→ -7.0% | -3.6% | -6.0% | 11.6%
[36] CCOc1ccccc1NC(=O)CSc1nc2c(oc3ccccc32)c(=O)n1-c1ccc(C)c(C)c1
→ 23.6%[10.9 µM] | -11.2% | -1.7% | 11.3%
[37] Cc1ccc(CNC(=O)Nc2ccccc2)cc1
→ -39.2%[inhibitor] | ? | 2.1% | ?
[38] CC(=O)N[C@H](c1ccccc1)[C@@]1(C)C[C@@H]1[C@@H](C)C(=O)Nc1ccc2ccccc2c1
→ -9.2% | -11.9% | / | 19.1%
[39] Cc1ccccc1C(=O)n1nc(-c2ccco2)nc1NCc1cccs1
→ -7.8%[10.9 µM] | -12.0% | -1.1% | 3.1%
[40] CCOc1ccc2c(C)c(C(=O)O)oc2c1OCC
→ 14.0% | 3.2% | -1.3% | 2.6%
[41] CC(C)(C)C(=O)Nc1ccccc1N1CCN(C(=O)c2ccc(Cl)cc2)CC1
→ -6.3% | 7.2% | 2.7% | 4.4%
[42] CCOc1ccc2nc(NC(=O)c3nc(SC(C)C)ncc3Cl)sc2c1
→ -6.1%[10.9 µM] | ? | -0.7% | ?
[43] CCOc1ccc(-n2c(=O)c3c4c(sc3n(CC(=O)NCc3ccco3)c2=O)CCC4)cc1
→ -1.8% | -12.7% | -0.1% | 12.2%
[44] COc1ccc(OC)c(CCNc2ncnc3onc(-c4ccc(F)cc4)c23)c1
→ 14.0%[10.9 µM] | -13.4% | 4.4% | 7.7%
[45] CCc1ccc(S(=O)(=O)NCc2csc(-c3cccnc3)n2)s1
→ -32.4%[inhibitor] | 3.6% | 0.6% | 2.8%
[46] COc1cccc(C(=O)Nc2ccccc2OCc2cc(=O)n3cc(C)ccc3n2)c1
→ 8.6%[10.9 µM] | -2.5% | ? | 4.0%
[47] COc1cccc(OC)c1C(=O)Nc1ccc(S(=O)(=O)Nc2nccc(C)n2)cc1
→ -3.9%[10.9 µM] | 19.0% | 0.3% | 1.4%
[48] CC1(C)CC(=O)C(C=NCCN2CCN(C(=O)c3ccc(F)cc3)CC2)=C(O)C1
→ / | 7.2% | / | 6.8%
[49] COc1ccc(N2C(=O)CSC23C(=O)N(Cc2cccc(C(F)(F)F)c2)c2ccccc23)cc1 (stereo not drawn)
→ 8.1%[10.9 µM] | 9.6% | ? | 16.7%
[50] COc1ccc(NC(=O)C2CCCN2C(=O)NCc2ccccc2)c(OC)c1 (stereo not drawn)
→ -6.7% | 0.4% | 0.2% | 3.1%
[51] COc1ccc(C(=O)CN2C(=O)N(c3ccc(C(C)=O)cc3)S(=O)(=O)c3ccccc32)cc1
→ -9.9%[10.9 µM] | -2.7% | 1.3% | 21.2%
[52] COc1ccc(-c2nnc(SC3CCOC3=O)n2C2CCCCC2)cc1OC (stereo not drawn)
→ 1.0% | -3.6% | ? | -0.7%
[53] CC(C)CCNC(=O)C1CCC(CNS(=O)(=O)c2cccc3nsnc23)CC1 (stereo not drawn)
→ ? | -18.5% | -0.4% | 2.7%
[54] O=C(O)/C=C\C=C/c1ccc2c(c1)OCO2
→ -39.9%[inhibitor][10.9 µM] | 6.4%[9.22 µM] | 1.6%[11.4 µM] | -0.7%[9.22 µM]
[55] COc1cc(OC)c(NC(=O)CCn2cccn2)cc1Cl
→ -14.4%[10.9 µM] | -11.0% | -1.6% | -4.7%
[56] COC(=O)c1cc(NC(=O)CSc2nnc(CN3CCOCC3)n2C)ccc1Cl
→ -17.9% | 7.0% | ? | 3.9%
[57] COC(=O)c1cc2ccsc2n1Cc1cc(=O)n2ccccc2n1
→ -13.7% | 3.3% | 3.0% | 1.4%
[58] Fc1ccc2nc(Nc3nc4c(s3)CCCC4)sc2c1
→ -33.6%[inhibitor] | -24.8% | ? | -29.7%
[59] CCOC(=O)c1c(C)oc2nc(C)nc(NCCCN3CCN(c4ccccc4)CC3)c12
→ -7.0%[10.9 µM] | -0.8% | -1.9% | 3.0%
[60] CCn1c(-c2ccccc2O)n[nH]c1=S
→ -12.7% | -1.0% | -0.7% | -4.0%
[61] CCOC(=O)c1ccc(NC(=O)CSc2nc(SC)ns2)cc1
→ -23.2% | -4.7% | ? | -1.5%
[62] COc1ccc(S(=O)(=O)NC(CC(=O)NCCc2ccc(OC)c(OC)c2)c2ccco2)cc1 (stereo not drawn)
→ ? | -4.4% | 1.2% | -8.8%
[63] CCOC(=O)c1c(NC(=O)c2cc(-c3cccc(Cl)c3)on2)sc(C(C)=O)c1C
→ -12.6%[10.9 µM] | -11.8% | 0.2% | 0.8%
[64] Cc1ccc(-c2ccc(CCC(=O)O)n2-c2cccc(O)c2)cc1
→ -12.5%[10.9 µM] | -8.3% | ? | -2.4%
[65] COc1cc(NC(=O)c2ccc3c(Cl)c4c(nc3c2)CCC4)cc(OC)c1OC
→ -5.5%[10.9 µM] | -4.6% | ? | -6.9%
[66] CC(C)COc1ccc(C(=O)CCN2CCCCC2)cc1
→ -24.1% | -19.2% | ? | -14.9%
[67] CCOC(=O)CSc1nc2sc3c(c2c(=O)n1Cc1ccccc1)CC(C)CC3 (stereo not drawn)
→ -10.3%[10.9 µM] | 6.2% | 2.5% | -1.0%
[68] CCCCn1c(NCCC)nc2c1c(=O)[nH]c(=O)n2C
→ -6.0% | -2.3% | 0.3% | 8.7%
[69] COc1ccc(NC(=O)CSc2nnc(COc3ccccc3)n2Cc2ccco2)cc1OC
→ -19.4% | 11.0% | ? | -0.2%
[70] CCOc1ccc(NC(=O)CSc2nc3c(c(=O)[nH]2)CCCC3)cc1
→ -6.1%[10.9 µM] | -1.5% | 0.7% | -7.0%
[71] CCC(C)N1CC23C=CC(O2)C(C(=O)OC)C3C1=O (stereo not drawn)
→ -2.8% | 1.0% | -0.3% | 5.7%
[72] Cc1cccc(-n2ncc(C(=O)N3CCN(Cc4ccccc4)CC3)c2C2CCN(C(=O)OC(C)(C)C)CC2)c1
→ -11.0%[10.9 µM] | 8.7% | ? | 11.6%
[73] COc1ccc(OC)c(CNC(=O)c2ccc(C)c(NC(=O)c3nsc4ccccc34)c2)c1
→ ? | 39.4%[activator] | ? | 4.1%
[74] O=C(NCc1ccccc1)c1nc(S(=O)(=O)Cc2ccc(F)cc2)ncc1Cl
→ -24.9%[10.9 µM] | 5.01µM* | ? | 15.8µM*
[75] CCn1cc(S(=O)(=O)CC(=O)Nc2ccc3c(c2)OCCO3)c2ccccc21
→ -8.6% | -1.5% | 3.4% | 9.9%
